Source: PubChem BioAssay
Vif-APOBEC3G blk: blocks the Vif interaction with human APOBEC3G | Q9HC16 | AID 602310 | 410,000 tested, 0.076% active | Potency, µM (titrated, usually from 46.1 µM), without a hit: top-dose activity, negative = active, usual class: inhibitors | HeLa A3G-eYFP + Vif (tagged APOBEC3G with the HIV-1 protein that degrades it), YFP fluorescence, overnight;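 note: potency is the fitted concentration of half-maximal effect; % is set by controls: 0 for no effect and ±100 for the full control effect; nearly all actives have a fitted effect of over 60% in size; hits raise eYFP signal because A3G escapes Vif-driven loss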
Target sequence (Q9HC16 whole entry, looked up): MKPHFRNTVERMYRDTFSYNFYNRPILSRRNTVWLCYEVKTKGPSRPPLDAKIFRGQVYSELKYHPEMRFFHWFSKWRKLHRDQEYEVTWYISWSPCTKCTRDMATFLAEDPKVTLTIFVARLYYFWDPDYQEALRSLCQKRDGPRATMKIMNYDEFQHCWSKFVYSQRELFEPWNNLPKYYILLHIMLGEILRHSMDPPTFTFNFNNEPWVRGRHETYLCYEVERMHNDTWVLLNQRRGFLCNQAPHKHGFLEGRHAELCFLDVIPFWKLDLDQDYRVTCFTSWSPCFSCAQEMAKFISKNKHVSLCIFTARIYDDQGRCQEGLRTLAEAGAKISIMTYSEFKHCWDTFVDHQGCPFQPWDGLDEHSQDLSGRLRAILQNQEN
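HeLa cells stably expressing Vif and C-terminally eYFP-tagged A3G, seeded overnight at 37 deg C, then exposed to compound by pintool overnight at 37 deg C. Rise in yellow fluorescence (Ex 488/Em 500-530, Acumen) marks blocked Vif-driven A3G degradation.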
TrxR1 substrate: rat thioredoxin reductase 1 substrate activity. AID 588456. Potency, µM (titrated, usually from 114 µM), without a hit: at the top dose activity change, negative = substrate turnover. purified TrxR1 substrate turnover, NADPH consumption readout. 390,000 tested, 0.01% active; note: potency is the fitted concentration of half-maximal effect; % is set by controls: 0 for no effect and ±100 for the full control effect; nearly all actives have a fitted effect of over 50% in size
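Rat TrxR1, dispensed at 90 nM, was prereduced with 400 uM NADPH (final) for 5 min at ~22 deg C, then incubated with compound 15 min before 400 uM selenite. A first-read NADPH fluorescence drop versus no-compound background flagged substrates.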
GRP78 ERSR act: induces the endoplasmic reticulum stress response in human glioma cells; U87-MG GRP78 promoter luciferase reporter, 16 h; Potency, µM, inactives show at the highest dose activation, most hits filed as activators; 420,000 tested, 0.02% active; note: potency is the fitted concentration of half-maximal effect; series mostly up to about 76 µM; % of control where 0% means no effect; nearly all actives have a fitted effect of over 35% in size
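ERSR induction read as luciferase luminescence (Bright-Glo, 10 min at room temperature) in stably transfected human U87-MG glioma cells exposed to compounds for 16 h, using GRP78 as sensor.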
LDHA inh: LDHA (human) enzyme inhibition | 480,000 tested, 0.15% active | purified LDHA, NADH/diaphorase-resazurin fluorescence; stronger effect = lower value | activity change, % (values are at about 110 or 230 µM) | P00338 | AID 1347041; in the data active = activity change below about -30%; inconclusive = mostly about -25% to -30%;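 note: plate controls were DMSO wells for no effect and wells without enzyme for full effect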
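Enzyme activity of human lactate dehydrogenase 5 (2 nM; 0.06 mM NADH, 0.2 mM pyruvate, 5 min, RT) is measured via a resazurin/diaphorase fluorescence readout of residual NADH.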
USP1-UAF1 inh: inhibitors of human USP1/UAF1 deubiquitinase; O94782; 390,000 tested, 0.23% active; Potency, µM (titrated, usually from 57.1 µM), for inactives: top-dose activity change, negative = inhibition, most hits filed as inhibitors; recombinant USP1/UAF1, Ub-Rhodamine cleavage fluorescence; AID 743255; note: potency is the fitted concentration of half-maximal effect; % is set by controls: 0 for no effect and ±100 for the full control effect; nearly all actives have a fitted effect of over 60% in size; inactives centre near -12
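USP1/UAF1 complex (1 nM) preincubated 15 min at room temperature with compound, then Ub-Rho substrate (150 nM final) added. Kinetic fluorescence at 480/540 nm over 6 reads at 60 s intervals; 50 mM HEPES pH 7.8, 0.5 mM EDTA, 0.1 mg/ml BSA, 1 mM TCEP, 0.01% Tween-20.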
mIDH1 inhibitor: human IDH1 R132H inhibition; AID 602179; IDH1-R132H enzyme, NADPH consumption, diaphorase/resazurin fluorescence; O75874; 390,000 tested, 0.093% active; Potency, µM (titrated, usually from 76.6 µM), inactives show top-dose activity change, negative = inhibition, hits mostly inhibitors; note: potency is the fitted concentration of half-maximal effect; % is set by controls: 0 for no effect and ±100 for the full control effect; nearly all actives have a fitted effect of over 65% in size
Target sequence (O75874 whole entry R132H, stated change not applied): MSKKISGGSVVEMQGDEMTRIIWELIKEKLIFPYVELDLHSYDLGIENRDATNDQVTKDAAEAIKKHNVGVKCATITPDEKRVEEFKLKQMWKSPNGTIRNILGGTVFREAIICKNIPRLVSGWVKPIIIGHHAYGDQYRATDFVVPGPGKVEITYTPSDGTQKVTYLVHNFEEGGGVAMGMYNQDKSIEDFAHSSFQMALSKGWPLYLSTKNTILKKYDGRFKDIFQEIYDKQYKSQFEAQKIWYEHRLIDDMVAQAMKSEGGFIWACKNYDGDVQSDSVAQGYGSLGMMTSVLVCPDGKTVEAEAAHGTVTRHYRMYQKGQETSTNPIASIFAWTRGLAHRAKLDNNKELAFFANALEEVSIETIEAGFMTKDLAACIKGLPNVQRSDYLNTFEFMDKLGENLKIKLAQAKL
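IDH1-R132H (0.5 ug/mL) preincubated 30 min with compound, then NADPH (0.016 mM) and alpha-KG (2 mM) added; 80 min at RT, pH 7.5. Remaining NADPH coupled via diaphorase/resazurin to fluorescence (540/590 nm); concentration-response curves normalized to no-enzyme control.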
rTrxR1 inhibitor: blocks rat thioredoxin reductase 1 | recombinant rTrxR1, NADPH fluorescence consumption, selenite substrate | Potency, µM (highest dose often 114 µM), for the others: at the top dose activity change, negative = inhibition, usual class: inhibitors | 390,000 tested, 1% active | AID 588453; note: potency is the fitted concentration of half-maximal effect; % is set by controls: 0 for no effect and ±100 for the full control effect; nearly all actives have a fitted effect of over 65% in size
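Rat TrxR1 (90 nM in the dispensed reagent) was pre-reduced with 400 uM NADPH for 5 min at room temperature, then incubated with compound for 15 min. After 400 uM selenite was added, NADPH fluorescence (Ex 340/Em 450 nm) was followed for 8 min.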
RGS4 inhibitor: human RGS4 inhibition; Transcreener GDP fluorescence polarization, RGS4-accelerated GTP hydrolysis; AID 504845; Potency, µM (titrated, usually from 114 µM), without a hit: top-dose activity change, negative = inhibition, usual class: inhibitors; 390,000 tested, 0.039% active; P49798; note: potency is the fitted concentration of half-maximal effect; % is set by controls: 0 for no effect and ±100 for the full control effect; nearly all actives have a fitted effect of over 75% in size; some results filed as inactive show a strong effect at the top dose
Target sequence (P49798 whole entry, looked up): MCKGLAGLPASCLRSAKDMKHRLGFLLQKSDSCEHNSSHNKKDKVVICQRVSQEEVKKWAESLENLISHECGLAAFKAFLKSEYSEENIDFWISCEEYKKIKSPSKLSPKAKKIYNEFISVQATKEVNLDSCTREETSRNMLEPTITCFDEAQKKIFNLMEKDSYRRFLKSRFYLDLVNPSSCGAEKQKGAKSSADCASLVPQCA
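MLSMR compounds (23 nl, pin-transferred) preincubated 10 min at room temperature with a 500nM (2x) first reagent, then RGS4 at 900nM (2x) plus Transcreener GDP mix added; fluorescence polarization (620/688 nm) read before and after 90 min at 30 °C.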
Vif-APOBEC3F blk: Vif-A3F binding inhibition; HeLa A3F-eYFP + Vif (tagged APOBEC3F with the HIV-1 protein that degrades it), YFP fluorescence increase; Potency, µM (top dose mostly 46.1 µM), inactives show at the top dose activity, negative = active; 390,000 tested, 0.2% active; AID 602313; note: potency is the fitted concentration of half-maximal effect; % of control where 0% means no effect; nearly all actives have a fitted effect of over 65% in size
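HeLa cells stably expressing Vif plus C-terminally eYFP-tagged A3F were seeded, incubated overnight at 37 deg C, dosed with compound, incubated overnight again at 37 deg C. Yellow fluorescence (Ex 488/Em 500-530) reported blocked Vif-mediated A3F-eYFP degradation.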
* = called active by the depositor; u = inconclusive; x = not tested or not shown; & = joins results of further samples; [ ] = remark or other dose. Unless noted, calls come from the whole dose curve; as a rule, active = well fitted curve in the direction sought with a large enough effect; inconclusive = small, poorly fitted or top-dose-only effect, or another doubt; inactive = no such curve, though single readings can be large; an effect the other way counts as inactive or inconclusive. An excerpt; rates above refer to the full screens.

SMILES	Vif-APOBEC3G blk	TrxR1 substrate	GRP78 ERSR act	LDHA inh	USP1-UAF1 inh	mIDH1 inhibitor	rTrxR1 inhibitor	RGS4 inhibitor	Vif-APOBEC3F blk
COc1ccc2c(c1)O[C@H](c1ccc3c(c1)OCO3)[C@@H](O)C2=O	0%	12%	3%	-5	-33%	10%	25%	-5%	-2%
Cn1c(=O)c2cc(S(=O)(=O)NC(C(=O)NC3CCCCC3)c3ccccc3)ccc2n(C)c1=O (stereo unspecified)	2%	8%	-4%	-15	-4%	-4%	19%	8%	3%
COc1ccc([N+](=O)[O-])cc1NC(=O)C(C)N(C)Cc1ccc(Br)cc1 (stereo unspecified)	0%	-9%	-4%	-2	-15%	3%	-16%	-11%	-6%
C=C(c1ccccc1)c1ccccc1N	-1%	8%[57.1 µM]	-3%	-1	-26%	-8%	12%[57.1 µM]	5%	0%
Cc1cccc(OCC(=O)NCC2CCCO2)c1C (stereo unspecified)	-6%	0%	4%	-4	-12%	-5%	8%	5%[11.4 µM]	-2%
OCCOCCN1CCN(C(=S)Nc2ccccc2)CC1	-2%	0%	-4%	2	1%	1%	-5%	19%[56.9 µM]	9%
C=CCn1c(SCC(=O)N2CCN(CCO)CC2)nc2sc3c(c2c1=O)CCC3	4%	-2%	-4%	0	-4%	1%	-16%	-20%	8%
CC(C)C(NC(=O)c1ccccc1NC(=O)c1ccco1)C(=O)NNC(=O)c1ccncc1 (stereo unspecified)	-5%	-21%[57.1 µM]	-4%	4	6%	3%	0%[57.1 µM]	-2%	-10%
COc1ccccc1-c1nnc2n(CCc3ccccc3)c(=O)c3ccccc3n12	-1%	-9%	0%	-20	3%	1%	-3%	5%	-3%
CCOc1ccccc1N(CC(=O)Nc1ccc(S(=O)(=O)N2CCOCC2)cc1)S(=O)(=O)c1ccc(Cl)cc1	0%	-7%	-6%	1	-13%	2%	6%	-41%	-3%
C=CCn1cccc(C(=O)Nc2ccc(OCC)cc2)c1=O	6%	1%[57.1 µM]	3%	-5	-18%	-1%	8%[57.1 µM]	u	5%
CCc1nn(-c2cc(Cl)ccc2OC)c2c1C(=O)CCC2	-27%	2%	-6%	-2	1%	4%	3%	0%	-8%
O=C1NC(=O)C(Cc2ccccc2)(c2cccnc2)N1 (stereo unspecified)	1%	1%	-1%	-3	-9%	-7%	15%	13%	11%
CCc1ccccc1N(CC(=O)NC(C)c1ccccc1)S(C)(=O)=O (stereo unspecified)	0%	8%	-1%	1	-23%	4%	33%	17%	-2%
O=C(NCc1cccs1)C1CCCN1C(=O)Nc1ccccc1[N+](=O)[O-] (stereo unspecified)	3%	2%	-5%	-9	5%	-9%	9%	14%	0%
CCn1nnnc1SCC(=O)NCc1ccco1	2%	5%	-2%	3	-12%	2%	-41%	16%[56.9 µM]	-1%
CCOC(CNC(=O)c1ccc2c(c1)nc(C)n2-c1cccc(F)c1)OCC	-1%	-5%	0%	3	-12%	12%	10%	-4%	7%
CCN1CCN(C(=O)c2ccc3c(c2)N(Cc2ccc(C)cc2)CCS3)CC1	4%	14%	-4%	-2	-21%	11%	5%	4%	2%
Cc1cccc(NC(=O)c2cccc(Cn3cc(Br)c([N+](=O)[O-])n3)c2)c1C	-1%	-6%[57.1 µM]	-3%	-2	-13%	10%	9%	-36%	-2%
CCNC(=O)COC(=O)c1cc(S(=O)(=O)N2CCCc3ccccc32)ccc1Cl	0%	-4%	-2%	-14	-8%	3%	8%	7%	-24%
CC(=O)OC(COc1cccc(C)c1)Cn1cnc2ccccc21 (stereo unspecified)	-9%	-4%[57.1 µM]	2%	-8	-4%	24%	13%[57.1 µM]	-6%	5%
COC(=O)c1ccc(COC(=O)CCc2nc(-c3ccccc3)c(-c3ccccc3)o2)cc1	-2%	13%	-3%	-5	-21%	8%	23%	-16%	0%
NC(=O)c1nsc(C(=O)N(CCCN2CCOCC2)C(C(=O)NC2CCCCC2)c2ccc(Cl)cc2)c1N (stereo unspecified)	1%	2%	-1%	-1	-2%	0%	-7%	1%	-6%
Cc1noc(C)c1C(=O)OCC(=O)Nc1ccccc1Oc1ccccc1	-5%	-10%	-1%	-8	-8%	5%	-5%	-27%	-2%
Cc1cc(C)c(NC(=O)Cn2c(=O)n(Cc3ccc(C(=O)NCc4ccc5c(c4)OCO5)cc3)c(=O)c3ccccc32)c(C)c1	-1%	3%	-2%	-8	-9%	-5%	20%	5%	-5%

An excerpt from above in order of the USP1-UAF1 inh value, low to high:
Molecule | USP1-UAF1 inh
CCOC(CNC(=O)c1ccc2c(c1)nc(C)n2-c1cccc(F)c1)OCC | -12%
Cn1c(=O)c2cc(S(=O)(=O)NC(C(=O)NC3CCCCC3)c3ccccc3)ccc2n(C)c1=O (stereo unspecified) | -4%
O=C(NCc1cccs1)C1CCCN1C(=O)Nc1ccccc1[N+](=O)[O-] (stereo unspecified) | 5%

Following part.
SMILES	Vif-APOBEC3G blk	TrxR1 substrate	GRP78 ERSR act	LDHA inh	USP1-UAF1 inh	mIDH1 inhibitor	rTrxR1 inhibitor	RGS4 inhibitor	Vif-APOBEC3F blk
CCOC(=O)c1c(NC(=O)c2ccc(N3C(=O)C4C5C=CC(C5)C4C3=O)cc2)sc2c1CCCC2 (stereo unspecified)	0%	20%	-3%	0	-19%	6%	39%[activator]	14%	12%
CC(OC(=O)CCc1nc2ccccc2c(=O)[nH]1)C(=O)Nc1ncc(Cl)cc1Cl (stereo unspecified)	9%	-2%[57.1 µM]	-3%	-16	-8%	-12%	-3%[57.1 µM]	26%	6%
CC(C)c1nc(SCC(=O)Nc2cccc3ccccc23)n[nH]1	-6%	3%	-4%	5	-18%	3%	1%	-11%	-5%
N#CC1=C2SCN(c3ccccc3)CN2C(=O)CC1c1c(Cl)cccc1Cl (stereo unspecified)	2%&0%	-4%	-4%&-5%	-3&-3	-13%	-5%	u	u	-8%
c1ccc(Cc2nnc3n2N=C(c2ccccc2)CS3)cc1	1%	-3%	-6%	-5	-5%	27%	7%	1%	2%
Cc1ccc2nc(N(Cc3cccnc3)C(=O)CCc3ccccc3)sc2c1	-2%	2%[57.1 µM]	-2%	-3	-7%	1%	17%[57.1 µM]	-3%	1%
CC(=O)c1cccc(NC(=O)C(C)N(C)CC(=O)Nc2ccc(Cl)cc2)c1 (stereo unspecified)	-3%	1%	-3%	-3	-20%	12%	10%	6%	1%
COc1ccc(C(=O)N[C@H](C(=O)OCc2cc(=O)oc3cc(C)ccc23)C(C)C)cc1	-9%	2%[57.1 µM]	1%	-2	-9%	-1%	1%[57.1 µM]	-7%	-12%
Cc1ccccc1NC(=O)C1CCCN(S(=O)(=O)c2c(C)noc2C)C1 (stereo unspecified)	-2%	-3%	-5%	0	-16%	12%	0%	-22%	4%
NNc1nc(-c2ccccc2)cc(-c2ccc(Br)cc2)n1	0%	1%	-3%	-5	-12%	0%	-6%	4%	7%
COc1cc(C(=O)N[C@@H](C)C(=O)N2CCC3(CC2)NCCc2[nH]cnc23)cc(OC)c1OC	-3%	12%	0%	-5	-13%	-2%	26%	16%[11.4 µM]	0%
Nc1c(Br)cc(/C=C/c2ccnc3ccccc23)cc1Br	-4%	4%	0%	-3	x	x	-9%	x	x
CC1CCN(S(=O)(=O)c2ccc3c(c2)N(CC(=O)NCCN2C(C)CCCC2C)C(=O)CS3)CC1 (stereo unspecified)	-1%	5%	1%	1	-12%	-8%	10%	24%	0%
COc1ccc(-c2n[nH]c(=S)nc2-c2ccc(OC)cc2)cc1	-9%	-3%	0%	-13	u	0%	-15%	u	3%
Clc1ccc(OCc2nnc3n2N=C(c2ccc4c(c2)OCCO4)CS3)c(Cl)c1	-10%	-10%	-5%	0	u	-2%	-16%	-29%	5%
O=C(CNC(=O)c1ccccc1)N/N=C/c1ccc([N+](=O)[O-])s1	0%	3%[57.1 µM]	-2%	0	-17%	2%	-4%[57.1 µM]	2%	-6%
Cc1cc(C)c(C#N)c(OCC(=O)c2ccccc2)n1	-1%	-2%	-2%	-12	-14%	10%	5%	7%	-5%
Cc1ccc(NC(=O)C2CC(=O)n3c(nc4ccccc43)N2)cc1C (stereo unspecified)	4%	-2%	-4%	11&-6	-19%	0%	8%	-29%	-7%
O=C(CSc1nc(Nc2ccccc2)nc(N2CCOCC2)n1)Nc1cccc([N+](=O)[O-])c1	-1%	1%	-2%	-5	-28%	3%	21%	-11%	1%
Cc1cccc(N2CCN(C(=O)CCCn3c(=O)[nH]c4ccsc4c3=O)CC2)c1C	3%	-1%	-4%	-3	-29%	-6%	12%	25%	0%
Cc1cc(C)c(S(=O)(=O)N2CCOC2CNC(=O)C(=O)NCCCN2CCOCC2)c(C)c1 (stereo unspecified)	1%	1%	-4%	-5	-11%	13%	11%	-4%	-5%
